# Assay outcomes (PubChem BioAssay)
# TDP-43 yeast inh = TDP-43 toxicity inhibition in yeast. Potency, µM (series often up to 46.1 µM), for inactives: top-dose growth rescue (activation), hits mostly activators. TDP-43 expressing yeast growth rescue, BacTiter-Glo, 24 h. AID 652104. 410,000 compounds, 1.8% hits; also: potency is read from the fitted curve at half-maximal effect; % of control where 0% means no effect; nearly all actives have a fitted effect of over 50% in size
#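 In this qHTS, compounds that restore growth of yeast expressing TDP-43 appear as activators. Cells (OD600=0.02, galactose medium, raffinose-pregrown) are incubated with compound 24 hr at 30 deg C and growth is quantified by BacTiter-Glo.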
# aSyn rescue = alpha-synuclein toxicity inhibition in yeast; Yeast expressing alpha-synuclein, growth rescue, BacTiter-Glo, 24 h; Potency, µM (series often up to 46.1 µM), without a hit: at the highest dose growth rescue (activation), usual class: activators; AID 652106; 370,000 compounds, 0.14% hits; also: potency is read from the fitted curve at half-maximal effect; % of control where 0% means no effect; nearly all actives have a fitted effect of over 65% in size
#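 Readout is rescue of growth in alpha-synuclein-expressing yeast, so inhibitors of toxicity appear as activators. Growth after 24 hr at 30 deg C in galactose medium is quantified by luminescence.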
# D3 ag = agonists of human D3 dopamine receptor; P35462; D3R DiscoveRx beta-arrestin cells, luminescence, 90 min; max activation, %; 410,000 compounds, 0.58% hits; AID 652048; in the data active = max activation above about 30%; also: 0% is about no effect; mostly tested at two doses, the higher about 12 µM
# Target sequence (P35462 whole entry, looked up): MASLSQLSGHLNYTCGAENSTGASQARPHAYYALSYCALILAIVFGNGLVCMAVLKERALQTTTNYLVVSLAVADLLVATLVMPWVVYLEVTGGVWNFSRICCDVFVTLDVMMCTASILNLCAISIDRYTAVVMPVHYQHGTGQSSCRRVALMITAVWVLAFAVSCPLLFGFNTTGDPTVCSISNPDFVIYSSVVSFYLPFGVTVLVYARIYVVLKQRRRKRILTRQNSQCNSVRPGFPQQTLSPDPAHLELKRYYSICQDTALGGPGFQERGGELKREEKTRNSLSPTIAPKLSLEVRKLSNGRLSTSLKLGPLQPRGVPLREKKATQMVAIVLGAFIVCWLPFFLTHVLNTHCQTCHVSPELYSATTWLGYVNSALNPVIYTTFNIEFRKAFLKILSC
#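 Cells at 1500/well, incubated overnight, then treated with pinned compounds (dopamine as control) for 90 min at 37 degrees C. DiscoveRx reagent added for 30 - 60 minutes at room temperature; luminescence read.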
# Abeta yeast res = restores growth of yeast expressing A-beta42 peptide; Potency, µM (series often up to 46.1 µM), inactives show top-dose growth rescue, actives largely listed as activators; yeast expressing A-beta42, growth rescue, OD600, 48 h; response scale: 0% DMSO, 100% iron-clioquinol control; AID 1347071; 410,000 compounds, 0.063% hits; also: potency is read from the fitted curve at half-maximal effect; nearly all actives have a fitted effect of over 55% in size
#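 Yeast A-beta toxicity model in growth medium with pinned compounds, 48 h at 30 C; growth read as absorbance at 600 nm. Normalized to FeCl3/clioquinol equimolar mix (positive) and DMSO (negative).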
# EPAC2 ag = agonists of human EPAC2 (RAPGEF4). 360,000 compounds, 0.079% hits. AID 720711. Potency, µM (doses to about 154 µM), for inactives: top-dose activation, hits mostly activators. EPAC2 activation, biochemical qHTS; response scale: 100% = 6.5 mM cAMP response; also: potency is read from the fitted curve at half-maximal effect; nearly all actives have a fitted effect of over 50% in size
#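 Readout is BODIPY fluorescence (480 nm excitation, 540 nm emission), which falls as labeled GDP is exchanged off Rap1B. EPAC2 at 100 nM acted on 250 nM RAP1B-BODIPY-GDP with 50 uM GDP present.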
# FUS yeast rescue = rescues growth of FUS-expressing yeast | S. cerevisiae FUS-expressing, growth rescue, OD600, 24 h | Potency, µM (highest dose often 76.6 µM), without a hit: top-dose growth rescue (activation), usual class: activators | 390,000 compounds, 0.24% hits;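 also: potency is read from the fitted curve at half-maximal effect; plate controls were DMSO vehicle for no effect and reference control for full effect; nearly all actives have a fitted effect of over 55% in size; some results filed as inactive show a strong effect at the top dose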
#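 Toxicity suppression screen in FUS-yeast. Cells induced with 2% galactose, starting OD 0.005, treated 24hr at 30C with compounds at multiple final concentrations; growth by OD600.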
# EPAC2 antag = blocks human EPAC2 exchange factor; Q8WZA2; EPAC2 GEF exchange of Rap1B-BODIPY-GDP, fluorescence; Potency, µM (top dose mostly 114 µM), without a hit: at the highest dose activity, negative = inhibition, usual class: inhibitors; 360,000 compounds, 0.18% hits; AID 720708; also: potency is read from the fitted curve at half-maximal effect; % is scaled to controls: 0 for no effect and ±100 for the full control effect; nearly all actives have a fitted effect of over 45% in size; many of its hits are not listed in these tables
# DRD3 antagonist = antagonists of human D3 dopamine receptor | 360,000 compounds, 2.5% hits | D3R cells, DiscoveRx beta-arrestin luminescence, antagonist mode; stronger effect = lower value | P35462 | max response, negative = inhibition, % | AID 652054; in the data active = max response below about -50%; inconclusive = no clear call, values can overlap the other calls; also: % is scaled to controls: 0 for no effect and ±100 for the full control effect; mostly tested at two doses, the higher about 12 µM
#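 Cells expressing the human receptor were seeded at 1500 cells/well, incubated overnight at 37 degrees C in 5% CO2, then exposed to library compounds with dopamine controls for 90 minutes at 37 degrees C before luminescent detection.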
# Starred values were filed as active, the others as inactive; ? = inconclusive; . = no result given; & = joins results of further samples; [ ] = remark or other dose. Unless noted, calls follow the shape of the dose curve; as a rule, active = well fitted curve in the direction sought with a large enough effect; inconclusive = small, poorly fitted or top-dose-only effect, or another doubt; inactive = no such curve, though single readings can be large; an effect the other way counts as inactive or inconclusive. The list is partial; rates above refer to the full screens.
SMILES,TDP-43 yeast inh,aSyn rescue,D3 ag,Abeta yeast res,EPAC2 ag,FUS yeast rescue,EPAC2 antag,DRD3 antagonist
CN(Cc1ccc(Cl)c(Cl)c1)C(=O)C1CSC2(C)CCC(=O)N12 (stereo unspecified),?,7.3%,0.1,12.4%,0.6%,-5.4%,-3.6%,-16.6
CC(=O)NNc1nc(-c2ccccc2)cs1,-13.6%[9.22 µM],-3.9%,-0.4,-7.5%,3.8%,26.5%,1.0%,-14.0
CCOC(=O)N1CCN(C(=O)COC(=O)COc2c(C)cc(C)cc2C)CC1,10.1%,3.2%,2.6,14.2%,4.0%,10.5%,0.2%,5.7
CCO[C@H]1OC(C(=O)N2CCOCC2)=C[C@@H](c2coc3ccccc3c2=O)[C@@H]1CCCO,0.0%,0.3%,4.4,-8.6%,8.8%,-23.1%,-0.2%,-1.5
CCC(C)NC(=O)c1ccccc1NC(=O)c1ccc(CSc2ccc(C)cc2)cc1 (stereo unspecified),-24.7%,-0.9%,1.3,8.8%,9.2%,32.0%,-2.1%,-10.6
CC(C)Cc1cc(C(=O)Nc2ccc(Br)cc2)no1,?,-1.6%,-2.7,8.7%,-1.1%,-11.2%,4.4%,0.1
CCc1nnc2c(NCCc3ccc(OC)c(OC)c3)nc3ccccc3n12,7.2%&18.0%,4.0%,2.5&6.7,-9.7%&-6.8%,-1.0%,17.7%&4.5%,0.2%,26.0
CC(c1ccccc1)n1cc(C(=O)NCc2ccccn2)nn1 (stereo unspecified),4.2%,-0.7%,-0.3,4.0%,9.0%,18.0%,-2.2%,0.0
CN(C)CCNc1ncnc2c1cnn2-c1ccc(Cl)cc1,-35.6%[inhibitor],-8.0%,-4.4,-26.2%,7.8%,-20.9%,9.2%,-63.8*
Cc1cccc(NCc2nc(SCC(=O)Nc3ccccc3)n[nH]2)c1,-10.0%,-8.3%,-10.3,16.2%,4.3%,6.5%,-8.0%,-23.6
OCCN=C(c1ccccc1)C12CN3CN(CN(C3)C1)C2,15.9%,0.3%,2.7,-4.1%,15.2%,.,6.4%,9.2
CCOC(=O)C(=NCCOC)NNc1cc(Cl)ccc1Cl,?,2.9%,0.3,8.8%,6.4%,-26.3%,-13.6%,23.0
COc1cc(Cl)c(C)cc1NC(=O)CN1C(=O)C2CCCCC2C1=O (stereo unspecified),20.7%,4.0%,-10.4,5.9%,6.7%,.,-6.0%,-15.8
COc1ccc(CN2CC(=O)N(c3ccc(C)c(C)c3)C2=S)cc1OC,12.2%,-7.6%,1.8,-4.6%,-0.8%,?,5.2%,18.4
CCOC(=O)N1CCN(CC(=O)c2c(C)[nH]c3ccccc23)CC1,13.5%,1.6%,1.8,-12.0%,-1.3%,-0.8%,9.5%,2.7
CNC(=O)c1cccc2nc3ccccc3nc12,-8.5%[1.82 µM],11.8%,12.4,21.9%,4.4%,0.1%,4.0%,6.8
CCCCCCC1CC(=CN(C)C)C(=O)O1 (stereo unspecified),-89.2%[inhibitor],-60.2%[inhibitor],21.8,-75.8%[inhibitor],-10.7%,-21.3%,-2.1%,26.0
O=C(O)/C=C/c1ccc([N+](=O)[O-])o1,10µM*,9.3%,4.3,-40.4%[inhibitor],3.6%,-8.5%,1.3%,1.6
NNc1nnc(-c2ccccc2)c(-c2ccccc2)n1,-15.7%,3.3%,-2.2,-33.2%[inhibitor],8.6%,35.5µM*,-12.9%,49.2
Cc1cc(C)nc(/N=C2/NC(=O)CS2)n1,-15.7%,-6.2%,-11.2,-9.6%,-3.0%,23.0%,1.2%,-22.4

# The final 5 records of the part above are carried over, then new ones follow.
SMILES,TDP-43 yeast inh,aSyn rescue,D3 ag,Abeta yeast res,EPAC2 ag,FUS yeast rescue,EPAC2 antag,DRD3 antagonist
CNC(=O)c1cccc2nc3ccccc3nc12,-8.5%[1.82 µM],11.8%,12.4,21.9%,4.4%,0.1%,4.0%,6.8
CCCCCCC1CC(=CN(C)C)C(=O)O1 (stereo unspecified),-89.2%[inhibitor],-60.2%[inhibitor],21.8,-75.8%[inhibitor],-10.7%,-21.3%,-2.1%,26.0
O=C(O)/C=C/c1ccc([N+](=O)[O-])o1,10µM*,9.3%,4.3,-40.4%[inhibitor],3.6%,-8.5%,1.3%,1.6
NNc1nnc(-c2ccccc2)c(-c2ccccc2)n1,-15.7%,3.3%,-2.2,-33.2%[inhibitor],8.6%,35.5µM*,-12.9%,49.2
Cc1cc(C)nc(/N=C2/NC(=O)CS2)n1,-15.7%,-6.2%,-11.2,-9.6%,-3.0%,23.0%,1.2%,-22.4
CN(CC(=O)Nc1ccc(F)cc1)C(=O)CSc1nc2ncc(Cl)cc2[nH]1,-0.6%,-9.5%,-6.0,-5.9%,-6.0%,9.1%,0.9%,23.2
CCN(C(=O)Cn1cnc2sc(C)c(S(=O)(=O)N3CCN(c4ncccn4)CC3)c2c1=O)c1ccccc1F,19.0%,.,7.8,7.4%,.,?,.,.
Fc1ccccc1-n1ncc2c1ncn1nc(COc3ccc(Cl)cc3)nc21,2.3%,.,7.1,-8.3%,.,-4.7%,.,.
Cc1ccc(S(=O)(=O)C2(C(=O)N3CCN(c4cc(C)ccc4C)CC3)CC2)cc1,2.4%,2.7%,14.4,11.5%,4.1%,?,-20.5%,2.2
Nc1c(N(Cc2ccco2)C(=O)c2ccccc2F)c(=O)[nH]c(=O)n1Cc1ccccc1,-22.8%,-1.1%,5.8,0.8%,1.5%,9.3%,8.0%,11.1
CCCC[C@@H]1CN=C(N)N1CCc1cc(C(F)(F)F)cc(C(F)(F)F)c1,1.3%,-36.2%[inhibitor],-9.6,-1.0%,-10.5%,28.4%,-5.8%,-17.6
O=C(O)c1cc(O)c2c(c1)[C@H]([C@H]1c3cc(C(=O)O)cc(O)c3C(=O)c3c(O[C@@H]4O[C@H](CO)[C@@H](O)[C@H](O)[C@H]4O)cccc31)c1cccc(OC3O[C@H](CO)[C@@H](O)[C@H](O)[C@H]3O)c1C2=O (stereo partly specified),-34.3%[inhibitor],-30.0%,0.0,-36.4%,2.0%,-6.0%,?,-13.3
Cc1ccc(NC(=O)Cc2ccc(NC(=O)N3CCCCc4ccccc43)cc2)cc1Cl,18.1%,.,-5.8,-2.7%,.,3.3%,.,.
COC(=O)C1=C(Nc2cc(Cl)cc(Cl)c2)CSC1,-5.4%,-5.3%,-11.2,-7.0%,12.4%,-2.9%,-3.3%,-3.1
N#Cc1ccccc1NCC(=O)N1CCN(S(=O)(=O)c2ccccc2)CC1,-5.8%,-8.2%,-7.9,8.7%,15.8%,5.4%,-0.5%,-21.1
Cc1ccccc1Nc1nnc(SCC(=O)Nc2ncc(C(F)(F)F)cc2Cl)s1,-3.5%,-2.8%,-8.7,13.5%,7.6%,13.5%,-12.2%,21.6
CN(C)c1nc(NNC(=O)c2ccccc2)nc(N(C)C)n1,-5.3%,-8.6%,0.9,-10.2%,3.5%,.,-4.0%,1.2
N#Cc1cn(CCOc2ccc(F)cc2)c2ccccc12,20µM*,27.5%,-7.0,?,18.3%,4.7%,-6.2%,-16.6
Cc1cc(C(=O)N/N=C/c2c[nH]c3ccccc23)c(C)o1,3.0%,1.5%,-0.6,2.7%,-2.4%,-2.9%,0.1%,-6.6
CCOC(=O)c1ccccc1NC(=S)N1CCN(C(=O)c2ccco2)CC1,2.1%,0.3%,2.4,8.7%,-0.3%,15.1%,-21.0%,16.4
Cc1cccc(Nc2nc(C)cc(C)c2C#N)c1,17.6%,-0.2%,-1.5,3.2%,3.9%,-29.2%,7.2%,3.2
CCN(CC(=O)Nc1c(F)cccc1F)C(=O)c1ccc(-c2ccccc2)cc1,?,2.2%,5.9,5.3%,2.2%,10.9%,3.7%,2.6
S=C(NCc1ccco1)N/N=C/c1ccc(Cl)cc1,22.4µM*,2.5%,-16.0,-3.3%,-1.7%,.,-5.8%,8.2
O=C1NC2(CCCCCC2)Oc2ccccc21,?,16.4%,1.8,12.6%,11.2%,0.7%,-3.8%,0.8
CC(C)N(Cc1nc(-c2ccccc2)no1)C(=O)CN(C)S(=O)(=O)c1ccccc1,12.6µM*,13.3%,-1.9,-6.2%,-4.1%,-5.8%,-15.2%,4.8
O=C(COC(=O)C1CC(=O)N(Cc2ccccc2)C1)Nc1cccc([N+](=O)[O-])c1 (stereo unspecified),21.7%,5.5%,-2.4,-7.8%,-9.0%,-10.0%,-6.7%,15.3
CC1CCN(C(=O)CSc2c3c(nc4ccc(Cl)cc24)CCCC3)CC1,?,.,68.7*,-41.8%[inhibitor],.,33.3%,.,.
COc1cc(OC)cc(-c2cc3nc4c(c(N5CCN(c6ncccn6)CC5)n3n2)CCCC4)c1,?,-9.9%,9.1,-36.0%[inhibitor],9.9%,11.0%,7.0%,34.9
O=S1(=O)CCN2C(Cc3ccc(SC(F)F)cc3)=CSC2=N1,2.4%,7.5%,-1.0,5.4%,0.1%,2.8%,?,?
O=C(NCCCN1CCCC1=O)c1cc(-c2ccc3c(c2)OCO3)nc2ccccc12,8.4%,3.0%,0.7,8.5%,-6.6%,16.2%,4.2%,6.8
CCC1Nc2ncnc(N3CCOCC3)c2N(Cc2ccc(Br)cc2)C1=O (stereo unspecified),-0.9%&5.6%,-0.9%&4.5%,-23.1&2.4,-0.1%&-1.2%,1.2%&6.0%,-11.1%&15.7%,-0.3%&0.3%,-3.8&2.5
Cc1c(C(=O)N2CCN(C(c3ccccc3)c3ccccc3)CC2)oc2ccccc12,0.3%,-8.4%,-2.2,?,14.8%,30.0%,-3.3%,?
O=C(COc1ccccc1)N[C@@H]1c2ccccc2CC[C@@H]1OCc1ccccc1,-12.7%,-0.6%,-23.8,-2.8%,-1.9%,-27.1%,16.1%,0.0

# Whole records as entered above. Screens in order: TDP-43 yeast inh, aSyn rescue, D3 ag, Abeta yeast res, EPAC2 ag, FUS yeast rescue, EPAC2 antag, DRD3 antagonist
# O=C(NCCCN1CCCC1=O)c1cc(-c2ccc3c(c2)OCO3)nc2ccccc12 is listed as 8.4%, 3.0%, 0.7, 8.5%, -6.6%, 16.2%, 4.2%, 6.8
# COc1cc(OC)cc(-c2cc3nc4c(c(N5CCN(c6ncccn6)CC5)n3n2)CCCC4)c1 is listed as ?, -9.9%, 9.1, -36.0%[inhibitor], 9.9%, 11.0%, 7.0%, 34.9
